# Assay outcomes deposited in PubChem by several laboratories.
# Cardio protect = modulators protecting cardiomyocytes from myocardial damage. H9c2 cardiomyocytes, H2O2 injury protection, ATPLite, 2 h. protection from H2O2 cell death, % at 20 µM. 0.63% of 360,000 active. AID 588492;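 active = compounds giving at least 50% protection of heart cells from peroxide-induced death in the single-dose screen, raw or plate-pattern-corrected value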;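 note: 0% = DMSO wells with peroxide and 100% = DMSO wells without peroxide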
# NR2E3 ag-1 = agonists of human NR2E3 nuclear receptor. Q9Y5X4. CHO-S Gal4-NCOR/VP16-NR2E3 two-hybrid, luciferase. inhibition of corepressor binding, % at 3.98 µM. 0.35% of 360,000 active. AID 602229;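 active = inhibition above the mean of all tested compounds plus 3 SD, cut at about 70% in these data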;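 note: 0% = DMSO with NR2E3 transfected cells and 100% = cells lacking NR2E3 construct; higher means lower luciferase signal from less NR2E3 corepressor binding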
# Target sequence (Q9Y5X4 whole entry, looked up, the tested form may be a part): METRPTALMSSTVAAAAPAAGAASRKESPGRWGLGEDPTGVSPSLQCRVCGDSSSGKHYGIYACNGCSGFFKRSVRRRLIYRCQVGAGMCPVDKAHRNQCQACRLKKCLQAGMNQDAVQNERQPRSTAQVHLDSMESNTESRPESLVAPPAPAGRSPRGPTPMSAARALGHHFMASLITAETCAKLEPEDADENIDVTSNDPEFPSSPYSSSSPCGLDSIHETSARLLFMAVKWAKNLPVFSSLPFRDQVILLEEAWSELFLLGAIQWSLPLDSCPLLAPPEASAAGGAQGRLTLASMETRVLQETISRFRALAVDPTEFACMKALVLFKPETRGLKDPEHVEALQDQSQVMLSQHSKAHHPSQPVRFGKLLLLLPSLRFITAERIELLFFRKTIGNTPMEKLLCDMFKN
# Peg3 promoter = inhibitors of Peg3 promoter; AID 588405; 1.7% of 360,000 active; inhibition, % at 20 µM; HeLa PEG-Prom luciferase reporter, luminescence, overnight;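 active = inhibition of at least 50% at 20 µM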
# PDI inh = PDI (human) enzyme inhibition; P07237; PDI insulin aggregation turbidity, A650, 90 min; inhibition, % at 10 µM; 0.052% of 350,000 active; AID 588391;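 active = mean inhibition across replicates of 30% or more, whatever share of single replicates reach that level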;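 note: absorbance from insulin aggregation driven by PDI reduction with DTT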
# HIF-2a inh = blocks HIF-2a reporter activity | AID 624352 | inhibition, % at 18.8 µM | 786-0 RCC cells HIF-2a reporter, luciferase luminescence, overnight | 0.72% of 360,000 active;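 active = inhibition of the luminescence signal of 40% or more relative to plate controls, in a single-dose primary screen at 18.75 µM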
# CaV13 ICDI inh = Primary screen for inhibitors of IQ motif and Ca2+-dependent inactivation inhibitor domain binding in CACNA1D, Förster resonance energy transfer in living cells, …; HEK cells, CFP/YFP FRET ICDI-IQ, plate reader, 10 min; percent FRET-ratio fall versus neutral wells; inhibition, % at 12.3 µM; 0.098% of 340,000 active; AID 743397;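 active = mean replicate inhibition of at least 30% and at least 1% of replicates passing that level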;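 note: 0% = median of the neutral control wells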
# NR2E3 ag-2 = NR2E3 (human) agonism; Q9Y5X4; GST-NR2E3/biotin-RetCOR TR-FRET, 1536-well; AID 2300; 0.12% of 320,000 active; inhibition of corepressor binding, % at 4.78 µM;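 active = percent inhibition above the cutoff of mean plus 3 SD of all tested compounds, set per screening campaign, cut at about 20% in these data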;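 note: 0% = DMSO wells and 100% = biotin wells as full block of FRET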
#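 System: GST-tagged NR2E3 plus biotinylated RetCOR corepressor; Buffer or medium: pH 7.5 Tris-based buffer; Probe or stimulus: RetCOR corepressor, biotinylated, 7 nM; Doses: compound at 4.8 µM, single dose; Schedule: 5 h incubation at 4 °C; Technique: time-resolved FRET; Evaluation: percent inhibition of TR-FRET ratio; Replication: one well per compound, singlicate testing.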
# TRPM1 prom inh = MITF TRPM1 promoter inhibition in SK-MEL-5 cells. SK-MEL-5 TRPM1 promoter luciferase, 24 h. inhibition, % at 12.5 µM. 0.83% of 330,000 active;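 active = mean inhibition across replicates of 60% or more, whatever share of single replicates reaches that level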; note: values of inactives mirror those of a sister screen read the other way
# iPSC survival up = increases survival of single human iPS cells; AID 602274; survival enhancement, % at 20 µM; hiPSC single-cell survival, ATPlite luminescence; 100% = ROCK inhibitor wells, 0% = DMSO; 0.044% of 360,000 active; in the data active = survival enhancement above about 18%;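 note: cells exposed to compounds for 16 hours before the ATP read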
# m5-HT2A agonist = mouse HTR2A agonism via beta-arrestin recruitment. activation, % at 7.6 µM. CHO-K1 mHTR2A beta-arrestin complementation, luminescence; percent of 30 µM serotonin response. 0.66% of 360,000 active;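 active = activation above a run cutoff, the mean activation of all tested compounds plus 3 SD, cut at about 14% in these data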;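 note: 0% = plate median of compound wells and 100% = 30 µM serotonin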
# Target sequence (P35363 whole entry, looked up): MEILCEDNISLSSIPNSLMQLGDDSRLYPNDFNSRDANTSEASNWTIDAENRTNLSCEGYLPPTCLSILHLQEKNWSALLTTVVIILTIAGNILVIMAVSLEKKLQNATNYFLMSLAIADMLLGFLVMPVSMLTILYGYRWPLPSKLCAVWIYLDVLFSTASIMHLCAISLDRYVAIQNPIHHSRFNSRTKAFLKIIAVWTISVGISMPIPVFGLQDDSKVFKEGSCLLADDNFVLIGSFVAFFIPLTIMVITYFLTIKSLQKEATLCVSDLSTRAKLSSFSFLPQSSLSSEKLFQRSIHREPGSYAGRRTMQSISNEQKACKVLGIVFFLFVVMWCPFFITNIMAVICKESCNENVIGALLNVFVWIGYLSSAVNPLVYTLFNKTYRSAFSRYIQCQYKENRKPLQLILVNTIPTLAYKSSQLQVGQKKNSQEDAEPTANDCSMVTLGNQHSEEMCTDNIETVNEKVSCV
# Shn3 3UTR inh = inhibitors of Schnurri-3 3'UTR reporter in osteoblasts; Clone20 osteoblast Shn3 3'UTR firefly luciferase, 24 h; inhibition, % at 12.5 µM; 0.52% of 360,000 active; AID 588674;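 active = mean inhibition of at least 75% with every replicate also reaching 75%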;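 note: 0% = median of neutral control wells and 100% = pilot-screen positive control compound; some compounds past the cut are filed as inactive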
# Starred values were filed as active, the others as inactive; . = not tested or not shown.
SMILES,Cardio protect,NR2E3 ag-1,Peg3 promoter,PDI inh,HIF-2a inh,CaV13 ICDI inh,NR2E3 ag-2,TRPM1 prom inh,iPSC survival up,m5-HT2A agonist,Shn3 3UTR inh
Cc1ccc(Cn2nc(C)c(NC(=O)c3cc(C)no3)c2C)cc1,-1,1,-6,-2,7,-6,0,-10,1.5,0,7
CC(C)CCN(C(=O)c1ccc(Br)cc1)c1c(N)n(Cc2ccccc2)c(=O)[nH]c1=O,-3,-1,19,2,-15,-7,3,1,-0.4,-5,-18
COc1cccc(OCC(O)CN2CCN(c3ncccn3)CC2)c1 (configuration not stated),7,-3,-3,12,13,-3,1,0,-0.4,5,8
COc1cc(C(=O)N(C)Cc2cccc(OC)c2OC)ccc1OCC(=O)Nc1cccc(C(F)(F)F)c1,-1,24,14,1,-16,-6,-4,6,-0.5,-5,62
CC1CCCC(C)N1C(=O)Cn1c(=O)sc2ccccc21 (configuration not stated),2,-2,-10,.,15,1,0,-3,-2.1,1,7
CCc1noc(C)c1C(=O)N1CCCC(N2CCN(c3ccccc3F)CC2)C1 (configuration not stated),1,-9,11,-3,4,-6,0,4,-0.5,-1,8
Cc1ccc(S(=O)(=O)O/N=C2\CCCc3ccccc32)cc1,-1,-15,11,-3,11,.,-1,10,0.7,10,1
CCn1c(SC)nnc1-c1sc2cc(Cl)ccc2c1Cl,-10,-49,-99,-1,-118,.,1,-11,0.4,2,6
CCOc1ccccc1-n1ccn(CC(=O)Nc2ccc(Br)cc2F)c(=O)c1=O,-6,-3,10,-1,26,-2,.,-5,-0.5,8,-13
CC(=O)c1c(C)[nH]c(C(=O)OCC(=O)c2c(N)n(CC(C)C)c(=O)n(C)c2=O)c1C,-8,-13,9,11,8,-5,0,-17,-0.4,0,47
CC(C)(C)OC(=O)N1CCC(c2c(C(=O)N3CCN(C(=O)c4ccco4)CC3)cnn2-c2cccc(Cl)c2)CC1,0,-13,8,-3,2,-3,2,4,-0.1,2,1
COc1ccccc1NC1=C(Cl)C(=O)OC1OC(=O)c1ccco1 (configuration not stated),5,-9,2,2,4,-3,5,6,0.5,-6,-30
COc1ccc(C=NNC(=O)c2ccccc2NS(=O)(=O)c2cccs2)cc1O,6,-14,-17,-8,-13,-16,.,.,0.1,3,17
CNC(=O)CN(c1ccc(C23CC4CC(CC(C4)C2)C3)cc1)S(C)(=O)=O,-13,-12,0,12,19,-5,-1,3,-1.0,4,57
O=c1c2cc([N+](=O)[O-])ccc2nc2n1CCC2,2,-22,19,9,12,-2,-1,7,1.1,5,6
CCN(CCn1cccn1)C(=O)CCc1nnc(CCc2ccccc2OC)o1,5,-12,-3,-10,-14,-1,1,1,0.5,-4,-8
Cc1ccc(OCc2nc(-c3ccccn3)no2)c(Br)c1,-23,-133,-70,1,-19,-4,-3,-35,-2.1,-5,4
CCn1ccnc1CN(C)C(=O)CC1C(=O)NCCN1Cc1c(F)cccc1Cl (configuration not stated),5,1,14,-3,9,-6,-3,8,1.0,6,9
CCCC(=O)N/C(N)=N/c1nc(C)c2ccccc2n1,-2,-61,8,0,-64,-4,5,3,-0.7,0,2
O=C(Nc1ccc(S(=O)(=O)Nc2ncccn2)cc1)C12CC3CC(CC(Cl)(C3)C1)C2,-7,2,4,9,4,-5,.,4,-0.7,1,-14
Cc1ccc(-c2cc(C(=O)Nc3nccs3)c3ccccc3n2)o1,12,-23,-10,2,-35,-13,-1,-1,-0.1,3,2
CCc1ccc(NC(=O)C2(C)Cc3ccccc3C(=O)O2)cc1 (configuration not stated),-7,-43,-112,6,-188,-1,-4,-12,-0.1,0,-26
CCc1ccc(N2CC(C(=O)Nc3ccc(S(=O)(=O)Nc4nccs4)cc3)CC2=O)cc1 (configuration not stated),0,-33,7,-10,10,-3,-2,-7,-0.2,-4,-7
Cc1cc(C(=O)COC(=O)c2ccc[nH]c2=O)c(C)n1C1CC1,-15,-79,-82,-13,-37,-3,0,-18,1.0,6,-25
Nc1c(NCc2ccccc2)c(=O)c1=O,0,-1,10,3,11,-5,-1,5,0.2,4,-2
O=C1CCN(Cc2nc(-c3ccc(Cl)cc3)no2)CCN1,-2,15,-5,1,-11,-6,1,13,0.0,4,-4
O=C(CSc1nc2ccccc2c(=O)n1CCCO)NC1CC1,7,-9,1,-4,-4,-3,-3,2,2.9,-8,3
O=C(COC(=O)c1n[nH]c(=O)c2ccccc12)c1ccccc1,14,16,-13,4,7,.,1,-2,-1.5,5,-14
O=C(C[n+]1cc(Br)cc2ccccc21)c1ccccc1,5,-25,32,-2,-4,-6,3,9,-0.5,3,0
C=CCN1C(=NC(=O)CCC(=O)O)SC2CS(=O)(=O)CC21 (configuration not stated),5,-21,4,2,17,.,-5,-8,-1.4,-5,3

# Structural class, the compounds so far containing a thiophene ring, fused or not
SMILES,Cardio protect,NR2E3 ag-1,Peg3 promoter,PDI inh,HIF-2a inh,CaV13 ICDI inh,NR2E3 ag-2,TRPM1 prom inh,iPSC survival up,m5-HT2A agonist,Shn3 3UTR inh
CCn1c(SC)nnc1-c1sc2cc(Cl)ccc2c1Cl,-10,-49,-99,-1,-118,.,1,-11,0.4,2,6
COc1ccc(C=NNC(=O)c2ccccc2NS(=O)(=O)c2cccs2)cc1O,6,-14,-17,-8,-13,-16,.,.,0.1,3,17

# (list continues)
SMILES,Cardio protect,NR2E3 ag-1,Peg3 promoter,PDI inh,HIF-2a inh,CaV13 ICDI inh,NR2E3 ag-2,TRPM1 prom inh,iPSC survival up,m5-HT2A agonist,Shn3 3UTR inh
COc1ccccc1N(CC(=O)NCCc1ccccc1)S(C)(=O)=O,7,6,8,-5,9,-13,2,13,0.0,0,-18
Cc1ccc(NC(=O)C2CCCN(S(=O)(=O)c3cnc[nH]3)C2)cc1F (configuration not stated),-4,5,-7,5,13,1,-2,3,-0.9,-1,-8
O=C(NCCCN1CCOCC1)C1CC(=O)N(CCc2ccccc2)C1 (configuration not stated),-6,-19,18,-1,23,-6,1,6,0.4,-2,-7
Cc1ccc(-c2[nH]ncc2/C=C(\C#N)C(=O)NC2CCCCC2)cc1,-8,14,41,8,20,-4,0,19,2.7,3,29
O=C(Nc1ccccn1)Nc1ccccc1[N+](=O)[O-],3,-50,-129,-1,-206,-5,2,-27,-0.5,0,-83
COc1cccc(/C=C2\SC(=S)N(CCCC(=O)N3CCCCC3CCO)C2=O)c1 (configuration not stated),-9,21,64*,-3,69*,-8,2,29,0.8,-5,12
CN=C1c2cc3cc(OC)ccc3n2CCN1C,-3,10,12,2,17,-4,0,-6,3.5,-2,7
COc1ccc(CCNC(=O)c2ccc(CSc3ccc(Cl)cc3)o2)cc1OC,.,4,.,.,0,-10,.,.,-1.6,3,.
CC(=O)c1c(O)c(C)c(O)c2c1OC1=Cc3c(c(C)nn3C)C(=O)C12C (configuration not stated),-2,-14,27,-10,6,-7,.,.,0.2,1,15
COc1ccc(CNS(=O)(=O)c2c(C)[nH]c(C)c2C(=O)N2CCCCC2)cc1,-3,17,9,-9,7,-7,0,-21,-0.2,5,-5
Cc1ccc(NC(=O)CSc2cccc[n+]2[O-])c([N+](=O)[O-])c1,1,-13,-13,-1,-22,1,2,-11,-0.1,3,-6
O=C(NCc1ccccc1)c1cc(C2CCCCN2C(=O)CCCc2ccccc2)on1 (configuration not stated),1,-4,6,7,22,-10,.,.,-1.5,-3,17
Cc1c(-c2nc(N)nc(Nc3ccc(F)cc3)n2)oc2ccccc12,8,-98,-178,9,-266,-2,1,-20,3.5,3,-65
COc1ccc(NC(=O)CSc2nnc(CC(=O)Nc3ccc(F)cc3)n2C)cc1,-5,5,6,5,9,-5,6,9,-0.3,9,-6
CCCCCCCNC1=CC(=O)CC(c2ccco2)C1 (configuration not stated),-25,-44,-26,-4,-48,-5,5,-5,0.2,5,64
O=C(COC(=O)c1ccc(Cl)cc1Cl)Nc1cccc(S(=O)(=O)NC2=NCCC2)c1,-8,-12,-3,-39,7,-3,4,5,0.4,-4,17
CN(Cc1ccccc1)C(=O)CCCn1c(=O)c2cccn2c2cccnc21,6,-13,20,3,-2,-2,3,0,-0.4,-8,-24
COCCN1CCn2c(nc3cc([N+](=O)[O-])ccc32)C1,-2,-6,1,0,69*,-14,-3,11,1.3,5,9
O=C(COC(=O)Cc1cn2ccsc2n1)NCc1ccc2c(c1)OCO2,4,-31,11,0,-6,.,3,0,1.1,0,-11
Cc1ccc(/C=N/NC(=O)c2cccnc2)o1,-1,-7,13,2,14,-6,4,-8,0.0,2,-13
CCN(CC)S(=O)(=O)c1cc(NC(=O)CNc2c(C)n(C)n(-c3ccccc3)c2=O)ccc1C,-5,-6,7,1,10,-5,0,-1,2.2,-3,19
CCCCn1c(CCl)nc2cc(S(=O)(=O)N3CCOCC3)ccc21,8,-10,58*,-8,10,-2,.,49,-0.5,-3,-7
CCCCN1C(=O)Cc2c1nc(N)c1c(N)nc(N(CCC)CCC)c(C#N)c21,31,21,42,2,13,-5,4,30,0.5,1,35

# As a short view, 3 of the compounds above.
SMILES,Cardio protect,NR2E3 ag-1,Peg3 promoter,PDI inh,HIF-2a inh,CaV13 ICDI inh,NR2E3 ag-2,TRPM1 prom inh,iPSC survival up,m5-HT2A agonist,Shn3 3UTR inh
CCN(CC)S(=O)(=O)c1cc(NC(=O)CNc2c(C)n(C)n(-c3ccccc3)c2=O)ccc1C,-5,-6,7,1,10,-5,0,-1,2.2,-3,19
CCCCn1c(CCl)nc2cc(S(=O)(=O)N3CCOCC3)ccc21,8,-10,58*,-8,10,-2,.,49,-0.5,-3,-7
CCCCN1C(=O)Cc2c1nc(N)c1c(N)nc(N(CCC)CCC)c(C#N)c21,31,21,42,2,13,-5,4,30,0.5,1,35
